CaV13 ICDI inh – Disruptors of the CACNA1D IQ motif to Ca2+-dependent inactivation inhibitor domain association, primary screening, Förster resonance energy transfer in intact living …. 340,000 tested, 0.098% active. AID 743397. HEK cells, CFP/YFP FRET ICDI-IQ, plate reader, 10 min; percent FRET-ratio fall versus neutral wells. inhibition, % at 12.3 µM;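 active = mean replicate inhibition of at least 30% and at least 1% of replicates passing that level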;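 note: 0% = median of the neutral control wells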
MC4R antag cAMP – human MC4R antagonism in cAMP assay | 360,000 tested, 0.48% active | inhibition, % at 6.5 µM | MC4R-expressing cells, MTII-stimulated cAMP, LANCE TR-FRET | AID 540295 | P32245;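 active = inhibition above its plate's cutoff, the mean of tested wells on that plate plus 3 SD, cut at about 29% in these data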;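 note: 0% = Melanotan II alone and 100% = Melanotan II plus saturating MCL0020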
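System – human MC4R-expressing U2OS cells · Also added – Melanotan II · Dosing – one concentration, 6.5 µM nominal · Timing – 30-min compound, 1-h challenge, 1-h detection, room temperature · Measured by – Eu-cAMP/anti-cAMP TR-FRET, emission 671 nm · Replicates – singlicate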
N-glyco inh – blocks N-linked glycosylation in D54 reporter cells | AID 588692 | 360,000 tested, 0.23% active | D54 ERlucT glycosylation luciferase reporter, 24 h; percent of 100 nM tunicamycin response | reporter increase, % at 12.5 µM;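 active = mean luciferase reporter signal, scaled so untreated is 0 and the glycosylation-blocking control 100, at or above a set limit in every replicate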;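 note: luciferase carries N-glycosylation sites so blocking glycosylation raises the light; 0% = median of neutral control wells and 100% = median of 100 nM tunicamycin wells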
ABCB6 inh MLPCN – blocks the human ABCB6 transporter; fluorescence ratio to DMSO, % at 10 µM; K562-ABCB6 porphyrin accumulation, flow cytometry, 1 h; stronger effect = lower value; 360,000 tested, 0.19% active;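 active = fluorescence ratio to DMSO below 75%, the collection mean minus 3 SD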;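 note: signal is porphyrin accumulated inside mitochondria; 100% equals median channel fluorescence of DMSO control wells; lower ratio means ABCB6 inhibition with less porphyrin fluorescence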
Target sequence (Q9NP58 whole entry, looked up): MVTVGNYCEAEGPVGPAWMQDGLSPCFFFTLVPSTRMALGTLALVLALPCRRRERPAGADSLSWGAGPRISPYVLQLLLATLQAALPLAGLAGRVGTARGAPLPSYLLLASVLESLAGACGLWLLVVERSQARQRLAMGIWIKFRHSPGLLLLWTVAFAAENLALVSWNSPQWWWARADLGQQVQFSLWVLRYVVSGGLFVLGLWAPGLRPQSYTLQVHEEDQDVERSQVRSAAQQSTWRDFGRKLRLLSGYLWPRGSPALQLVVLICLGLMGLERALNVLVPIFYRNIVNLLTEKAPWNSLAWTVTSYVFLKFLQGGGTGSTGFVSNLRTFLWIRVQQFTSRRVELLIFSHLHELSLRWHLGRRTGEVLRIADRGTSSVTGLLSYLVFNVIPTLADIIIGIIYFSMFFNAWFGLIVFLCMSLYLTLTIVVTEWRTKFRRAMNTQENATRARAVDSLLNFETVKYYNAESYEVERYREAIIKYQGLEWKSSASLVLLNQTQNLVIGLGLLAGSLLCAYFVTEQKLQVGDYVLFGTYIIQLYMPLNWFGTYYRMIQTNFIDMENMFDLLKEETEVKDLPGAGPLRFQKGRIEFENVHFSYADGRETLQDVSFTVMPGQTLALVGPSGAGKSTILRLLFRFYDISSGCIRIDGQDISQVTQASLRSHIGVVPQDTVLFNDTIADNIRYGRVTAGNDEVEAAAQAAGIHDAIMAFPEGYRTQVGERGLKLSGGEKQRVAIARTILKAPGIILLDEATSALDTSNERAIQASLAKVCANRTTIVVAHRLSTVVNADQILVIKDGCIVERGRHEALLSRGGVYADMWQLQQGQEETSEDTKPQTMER
Granule exo inh – blocks lytic granule exocytosis. TALL-104 LAMP-1 surface exposure, flow cytometry; cells stimulated with thapsigargin and PMA. inhibition, % at 10 µM. 360,000 tested, 0.66% active. AID 651702;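 active = inhibition above about 55%, limit read from the data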
H9c2 protect – modulators protecting cardiomyocytes from myocardial damage; 360,000 tested, 0.63% active; protection from H2O2 cell death, % at 20 µM; H9c2 cardiomyocytes, H2O2 injury protection, ATPLite, 2 h;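 active = compounds giving at least 50% protection of heart cells from peroxide-induced death in the single-dose screen, raw or plate-pattern-corrected value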;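 note: 0% = DMSO wells with peroxide and 100% = DMSO wells without peroxide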
ABHD5-PLIN5 inh – inhibitors of human ABHD5-perilipin-5 interaction; AID 602281; 360,000 tested, 0.78% active; inhibition, % at 4 µM; Split G. princeps luciferase complementation, luminescence, 4 h;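 active = inhibition above the mean inhibition across every tested compound plus 3 SD, cut at about 22% in these data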;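 note: 0% = DMSO only wells and the 100% control is not disclosed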
m5-HT2A agonist – agonists of mouse serotonin 5-HT2A receptor (HTR2A) | P35363 | CHO-K1 mHTR2A beta-arrestin complementation, luminescence; percent of 30 µM serotonin response | activation, % at 7.6 µM | 360,000 tested, 0.66% active | AID 624169;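 active = activation above a run cutoff, the mean activation of all tested compounds plus 3 SD, cut at about 14% in these data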;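 note: 0% = plate median of compound wells and 100% = 30 µM serotonin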
MC4R ag barr – activates human MC4R beta-arrestin recruitment | P32245 | U2OS MC4R beta-arrestin complementation, luminescence; percent of melanotan II response, DMSO zero | activation, % at 8.9 µM | 360,000 tested, 0.98% active | AID 540308;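 active = activation above a per-plate cutoff, the mean activation of sample wells on that plate plus 3 SD, cut at about 8% in these data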
PDI inh – PDI (human) enzyme inhibition; P07237; AID 588391; PDI insulin aggregation turbidity, A650, 90 min; inhibition, % at 10 µM; 350,000 tested, 0.052% active;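 active = mean inhibition across replicates of 30% or more, whatever share of single replicates reach that level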;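 note: absorbance from insulin aggregation driven by PDI reduction with DTT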
* marks the source's active call; other numbers are inactive results; . = no result given; & = joins results of further samples.

SMILES	CaV13 ICDI inh	MC4R antag cAMP	N-glyco inh	ABCB6 inh MLPCN	Granule exo inh	H9c2 protect	ABHD5-PLIN5 inh	m5-HT2A agonist	MC4R ag barr	PDI inh
Cc1ccc(CNC(=O)c2ccc(Cn3nc(C)cc3C)o2)cc1	-2.1	-0.4	-2.3	99.0	-13.9	2.5	-2.2	-0.6	-1.1	-3.6
Cc1c(C)n(CCc2ccccc2)c2ncnc(NCCCN(C)C)c12	-19.5	2.3	2.8	96.0	37.2	0.6	-2.9	0.7	-1.8	-15.1
CC1(C)Cc2[nH]c3ccccc3c2C(C)(C)N1	-1.6	5.7	-1.6	93.0	6.2	5.1	-1.6	0.1	0.0	-3.6
O=C1C2CSCN2C(=O)CN1CCCN1CCN(C(c2ccccc2)c2ccccc2)CC1 (centres undefined)	-2.9	0.0	-4.3	104.0	-2.0	3.5	0.9	-8.6	-1.3	5.9
CCOC(=O)c1c(-c2ccccc2)cn2ccccc12	.	-4.8	2.4	96.0	1.0	-6.4	-3.2	-6.0	2.1	-2.6
COc1ccc(-c2nnc(SCC(=O)NC(=O)Cc3ccccc3)n2C)cc1	-4.1	2.8	0.7	100.0	2.6	1.0	4.0	4.7	-1.1	26.3
CCOc1ccccc1Nc1nnc(SCC(=O)NC2CC2)s1	-5.1	0.6	2.2	96.0	7.6	0.7	2.5	-8.0	-3.7	-1.2
O=C(O)CC(NC(=O)C1CCCCC1)c1ccc(OC2CCCC2)cc1 (centres undefined)	-4.4	0.0	2.6	102.0	-1.4	12.1	4.5	-3.4	-2.6	-0.9
CCOC(=O)C1(CC2CCCCO2)CCN(S(=O)(=O)c2ccc(OC)cc2)CC1 (centres undefined)	-4.6	2.1	-1.0	99.0	-0.3	-5.4	-4.8	-2.2	-2.5	2.8
COC(=O)C(NC(C)=O)(Nc1nc2c(C)cc(C)cc2s1)C(F)(F)F (centres undefined)	-3.6	6.8	7.1	85.0	-2.0	-2.2	-23.6	-3.6	-0.7	-1.7
CN1CCc2cc3c(c4c2C1CC41CCC(=NO)CC1)OCO3 (centres undefined)	.	-2.3	-1.2	115.0	-2.9	4.7	2.1	5.0	-1.5	13.6
c1ccc(COCC2CCNCC2)cc1	6.0	15.0	-2.9	101.0	5.7	6.4	-5.0	0.0	-1.2	-3.0
CCNC(=O)C1(C)CCN(C(=O)c2c(-c3ccccc3)noc2C)C1 (centres undefined)	-4.7	13.0	-0.5	86.0	-1.4	5.7	-5.0	0.2	-2.0	-1.4
CC(=O)c1c[nH]c(C(=O)NCc2cccc(C(F)(F)F)c2)c1	-7.1	10.0	8.5	94.0	-9.7	0.1	3.7	0.1	-0.3	9.1
CC(C)C(=O)N1CCN(c2ccccc2NC(=O)c2ccc3c(c2)OCCO3)CC1	.	4.3	0.0	96.0	-2.6	2.3	6.3	2.5	0.9	-6.8
O=C(c1ccco1)N(Cc1ccc([N+](=O)[O-])cc1)c1ccc(Br)cc1	-6.2	8.4	1.2	96.0	-1.2	-1.0	2.0	-6.5	-0.7	-0.4
CC(N)C12CC3CC(CC(C3)C1)C2 (centres undefined)	-1.3&-5.2	14.7&8.7	-1.0&1.3	91.0&101.0	-1.0&-4.2	-5.0&-10.7	7.6&-4.1	-0.9&6.0	-1.0&1.1	-2.8&-13.6
COc1ccc(S(=O)(=O)N(C)C)cc1NC(=O)CSc1nncs1	-2.4	18.3	0.8	104.0	1.2	-1.9	-3.0	2.8	3.2	5.4
CN(CC1CCOCC1)C(=O)CC1C(=O)NCCN1Cc1cccc(C(F)(F)F)c1 (centres undefined)	-2.5	12.3	2.1	98.0	-17.0	3.1	-8.6	10.0	0.5	9.6
COCCn1nnnc1CN1CCN(C(=O)c2ccco2)CC1	-6.9	-2.6	2.7	93.0	-10.9	-0.3	1.0	-6.9	-1.0	-10.7
Cc1cc(C)c(C)c(S(=O)(=O)N2CCC(C(=O)Nc3ccncc3)CC2)c1C	-7.0	1.5	9.9	98.0	2.2	-6.4	8.0	-3.2	-3.8	-16.1
COCCn1c(NCc2ccco2)nc2c1c(=O)[nH]c(=O)n2C	-4.6	6.3	-1.2	97.0	2.9	-2.2	0.1	-3.6	-0.8	6.7
COc1cc(/C=N/NC(=O)CSCc2ccc([N+](=O)[O-])cc2)cc(OC)c1OC	-5.0	-3.8	.	93.0	-2.9	23.9	-2.9	-0.4	-2.2	-8.2
COc1cc(/C=N/NC(=O)CN2CCCCC2)ccc1OCc1ccccc1	-5.7	-9.6	-5.9	94.0	-4.4	-0.7	20.0	-1.3	2.0	-11.2
Cc1ccc(-c2nc3ncccn3c2NC2CCCCC2)o1	-4.1	10.8	3.0	102.0	-8.1	9.3	3.2	0.7	-0.2	-0.6
(next part)
SMILES	CaV13 ICDI inh	MC4R antag cAMP	N-glyco inh	ABCB6 inh MLPCN	Granule exo inh	H9c2 protect	ABHD5-PLIN5 inh	m5-HT2A agonist	MC4R ag barr	PDI inh
O=C(c1ccccc1)c1ccccc1C(=O)c1ccccc1	-3.9&-1.4	-6.1&18.1	-3.3&-0.4	98.0&100.0	-4.0&-5.1	-5.4&-1.3	-1.0&6.1	-0.2&1.2	-0.9&-1.2	-6.6&2.4
C=CCn1c(SCCN2C(=O)c3ccccc3C2=O)nc2scc(-c3ccccc3)c2c1=O	.	5.0	-2.2	100.0	5.3	1.6	9.9	3.2	0.3	-2.3
O=C(c1ccc(Br)o1)N1CCN(Cc2ccccc2Cl)CC1	-1.5	-2.8	-4.9	98.0	3.9	1.2	2.8	6.6	-1.6	10.6
Cc1ccccc1N(C(=O)Cc1cccs1)C(C(=O)NCC1CCCO1)c1cccnc1 (centres undefined)	.	7.5	0.1	94.0	1.5	4.3	7.3	6.7	-0.2	-5.6
O=C(NC1CCCC1)c1cnn2c(C(F)(F)F)cc(-c3ccc4c(c3)OCO4)nc12	.	7.3	-12.7	95.0	8.5	-1.9	-2.5	-0.3	-1.9	12.5
O=S(=O)(Nc1ccc(Cl)c(C(F)(F)F)c1)c1cnc[nH]1	-0.8	4.0	1.8	90.0	2.6	3.1	5.0	1.2	-0.7	-0.8
Cc1ccc(NCc2nnc3n2CCCCC3)c(C)c1	2.4	8.2	3.2	95.0	1.2	2.8	1.2	3.1	-1.1	17.2
Cc1ccc2nc(C3CCCCC3)c(Cc3cccc(Cl)c3)n2c1	-5.8	.	0.1	94.0	3.3	-11.6	-2.8	-9.3	.	.
Cc1ccc(-c2nnc(N3CCN(C(=O)c4ccco4)CC3)c3ccccc23)cc1	-1.9	10.3	-5.6	95.0	1.2	-7.1	6.0	-5.0	-2.4	6.2
C[C@H](CO)N1C[C@H](C)[C@H](CN(C)Cc2ccccc2)Oc2ncc(Br)cc2C1=O	-8.8	1.1	0.3	96.0	-3.8	-2.1	6.6	2.6	0.4	-7.3
O=C(/C=C/c1ccc(Cl)cc1)Nc1ccc(S(=O)(=O)Nc2ncccn2)cc1	-4.5	13.4	-5.7	99.0	-1.8	-5.7	-0.5	0.8	-1.7	-0.9
COc1ccc(CCNC(=O)C2CCN(Cc3nc(-c4ccccc4C)oc3C)CC2)cc1OC	-4.9	6.2	0.1	92.0	1.8	-4.8	0.9	-1.5	1.7	-2.4
CCCCCCN1C[C@H](O)[C@@H](n2cc(COC(=O)c3ccccc3)nn2)C[C@@H]1c1ccc(Cl)cc1	-7.1	0.6	-0.7	101.0	-2.5	-20.8	-13.6	2.7	1.9	-0.2
CC1(C)CC2CC(C)(CN2CC(O)c2ccccc2)C1 (centres undefined)	-19.1	-3.8	4.2	98.0	-8.3	5.3	-2.1	3.5	1.1	-12.3
S=c1[nH]nc(Cc2cccc3ccccc23)n1-c1ccccc1	.	-1.5	2.7	95.0	-4.1	-9.4	-0.2	4.3	1.4	-1.2
CCOC(=O)c1c(C)c2c(=O)[nH]cnc2n1-c1ccccc1	-4.2	-28.7	-6.6	97.0	-6.4	12.2	4.7	2.8	-1.5	2.2

Structural class, those above containing a furan ring, fused or not.
SMILES	CaV13 ICDI inh	MC4R antag cAMP	N-glyco inh	ABCB6 inh MLPCN	Granule exo inh	H9c2 protect	ABHD5-PLIN5 inh	m5-HT2A agonist	MC4R ag barr	PDI inh
Cc1ccc(CNC(=O)c2ccc(Cn3nc(C)cc3C)o2)cc1	-2.1	-0.4	-2.3	99.0	-13.9	2.5	-2.2	-0.6	-1.1	-3.6
O=C(c1ccco1)N(Cc1ccc([N+](=O)[O-])cc1)c1ccc(Br)cc1	-6.2	8.4	1.2	96.0	-1.2	-1.0	2.0	-6.5	-0.7	-0.4
COCCn1nnnc1CN1CCN(C(=O)c2ccco2)CC1	-6.9	-2.6	2.7	93.0	-10.9	-0.3	1.0	-6.9	-1.0	-10.7
COCCn1c(NCc2ccco2)nc2c1c(=O)[nH]c(=O)n2C	-4.6	6.3	-1.2	97.0	2.9	-2.2	0.1	-3.6	-0.8	6.7
Cc1ccc(-c2nc3ncccn3c2NC2CCCCC2)o1	-4.1	10.8	3.0	102.0	-8.1	9.3	3.2	0.7	-0.2	-0.6
O=C(c1ccc(Br)o1)N1CCN(Cc2ccccc2Cl)CC1	-1.5	-2.8	-4.9	98.0	3.9	1.2	2.8	6.6	-1.6	10.6
Cc1ccc(-c2nnc(N3CCN(C(=O)c4ccco4)CC3)c3ccccc23)cc1	-1.9	10.3	-5.6	95.0	1.2	-7.1	6.0	-5.0	-2.4	6.2

Screening results from PubChem BioAssay.
